Screening data: PubChem, NCI
NCI-60 one-dose screen, 48 h, at 10 µM unless noted. Numbers give growth in % (100 = growth as untreated, 0 = no growth, -100 = all killed).
HOP-92 – HOP-92 NSCLC cells; AID 1794738; hit rate 6.3% among 71,000
EKVX – EKVX NSCLC | hit rate 3% among 71,000 | AID 1794765
A549/ATCC – A549/ATCC NSCLC | hit rate 3.7% among 81,000
M14 – M14 melanoma; hit rate 6.2% among 80,000
SK-MEL-28 – SK-MEL-28 melanoma; hit rate 4.1% among 81,000
UACC-62 – UACC-62 melanoma | AID 1794756 | hit rate 5.4% among 81,000
SK-MEL-5 – SK-MEL-5 melanoma | hit rate 6.4% among 80,000 | AID 1794755
UACC-257 – UACC-257 melanoma; hit rate 4.4% among 78,000; AID 1794764
The depositor's hits bear a star; nt = no result given; & = joins results of further samples; ! = repeats disagree. The calls were made as follows: active = growth percent below 10; inactive = the rest.

SMILES | HOP-92 | EKVX | A549/ATCC | M14 | SK-MEL-28 | UACC-62 | SK-MEL-5 | UACC-257
CCN(CCCl)/N=N/c1nc2c([nH]1)c(=O)n(C)c(=O)n2C | 103 | 102 | 95 | 103 | 108 | 102 | 105 | 99
COC(=O)CCC(=O)c1ccc(Cl)cc1 | 93 | 95 | 101 | 113 | 104 | 95 | 110 | nt
C[n+]1c(/C=C/c2ccc(N(CCCl)CCCl)cc2)oc2ccccc21 | 94 | 95 | 63 | 86 | 111 | nt | 86 | 77
Cc1ccnc(NC(=O)CCCc2ccc(N(CCCl)CCCl)cc2)n1 | 102 | 101 | 66 | 87 | 101 | 65 | 93 | 100
O=[N+]([O-])CC(c1cccs1)c1c(-c2ccccc2)[nH]c2ccccc12 (configuration not stated) | 81 | 82 | 69 | 73 | 89 | 58 | 93 | 92
COc1ccc(C2=NN(C(C)=O)C(c3sc(N(CCCl)CCCl)nc3Cl)C2)cc1 (configuration not stated) | nt | 86 | 80 | 104 | 104 | 75 | 87 | 91
COc1ccn(C)c(=O)c1C#N | 116 | 105 | 84 | 102 | 106 | 96 | 98 | 87
CN(C)C(=O)Oc1cc(Cl)c(Cl)cc1Cl | 105 | 117 | 90 | 105 | 107 | 89 | nt | 104
CC(C)CCC[C@@H](C)C1CCC2C3CCC4=C/C(=N/OC(=O)Cc5ccc(N(CCCl)CCCl)cc5)CC[C@]4(C)C3CC[C@@]21C (some centres not stated) | 113 | 100 | 104 | 102 | 101 | 96 | 106 | 103
C#CC(/C=C/Cl)(CC)OC(N)=O (configuration not stated) | 105 | 109 | 97 | 102 | 108 | 105 | 104 | 101
COC(=O)CN(CCCl)P1(=O)OCCCN1CCCl (configuration not stated) | 93 | 98 | 102 | 97 | 102 | 99 | 102 | 99
Cc1ccc(C(=O)Nc2ccc(CCN3CCN(CCCl)CC3)cc2)cc1Nc1ncnc2nc[nH]c12 | 104 | 80 | 101 | 92 | 99 | 79 | 90 | 103
CCOP(N)(=S)OCC | nt | nt | 110 | 100 | 99 | 101 | 100 | 114
O=[N+]([O-])/C=C/c1ccc([N+](=O)[O-])cc1 | 98&68 | 84&78 | 101&44 | -29*! | 103&82 | 81&72 | 98 | -4.2*!
Cc1cccc(C)c1N=C(N)N[N+](=O)[O-] | nt | nt | 101 | 104 | 120 | 105 | 101 | 99
C=C=[CH][Sn]([c]1ccccc1)([c]1ccccc1)[c]1ccccc1 | nt | -33* | -59* | -66* | -57* | -62* | -81* | -37*
O=C1NC(=O)C(=Cc2cccs2)C(=O)N1 | 91 | 99 | 108 | 107 | 116 | 116 | 115 | 98
CNC1(c2ccc(F)cc2)CCCCC1 | 95 | 103 | 101 | 105 | 108 | 92 | 105 | 102
O=[As](O)(O)c1ccccc1Cl | 92 | 112 | 112 | 101 | 94 | 79 | 77 | 106
O=[N+]([O-])c1ccc(CCl)cc1 | 105 | 113 | 102 | 105 | 103 | 106 | 111 | 103
O=C1CC2OCC=C3C[N+]4(SS(=O)(=O)[O-])CCC56c7ccccc7N1C5C2C3CC64 (configuration not stated) | 75 | nt | 103 | 98 | 105 | 101 | 97 | 100
O=C1OCCC1C(=O)c1ccccc1 (configuration not stated) | 96 | 88 | 95 | 98 | 65 | 86 | 99 | 82
O=C1CNC(c2ccccc2)c2cc(Cl)ccc2N1 (configuration not stated) | 107 | 104 | 95 | 99 | 116 | 93 | 101 | 95
COc1ccc(NC2=NCCN2)cc1 | 107 | 103 | 88 | 97 | 109 | 111 | 102 | 98
N#Cc1cc([N+](=O)[O-])cc([N+](=O)[O-])c1 | 107 | 99 | 100 | 97 | 102 | 111 | 109 | 98
Cc1cccc(C#N)c1 | 98 | 95 | 94 | 120 | 108 | 105 | 113 | 94
Nc1ccc2c(c1)Cc1cc(Br)ccc1-2 | 78 | 64 | 100 | 118 | 116 | 89 | 104 | 122
Nc1ccc(Cl)cc1N | 87 | 91 | 92 | 104 | 122 | 79 | 96 | 92
COc1ccc2c(c1O)-c1c3c(cc4c1[C@H](C2)N(C)CC4)OCO3 | 82 | 107 | 100 | 105 | 109 | 100 | 92 | 99
O=C(O)C1(Br)CC12c1ccccc1-c1ccccc12 (configuration not stated) | 100 | 116 | 98 | 102 | 114 | 103 | 98 | 95
Cc1cc(C)c(C)c(CCN)c1C | 78 | 94 | 91 | 102 | 104 | nt | 102 | nt
S=P(SP(=S)(c1ccccc1)c1ccccc1)(c1ccccc1)c1ccccc1 | 87 | 98 | 106 | 101 | 111 | 89 | 100 | 104
O=C(O)C(CO)NC(=O)C(Cl)(Cl)Cl (configuration not stated) | 76 | nt | 95 | 101 | 107 | 100 | 102 | 90
CC(C)NC(=O)N(CCCCBr)N=O | 100 | nt | 96 | 99 | 104 | 95 | 103 | 95
Nc1ncc(Sc2nc3ccc(Cl)cc3c(=O)n2-c2ccccc2)s1 | nt | 87 | 114 | 100 | 98 | 98 | 92 | 116
Cc1ccccc1N1CCN(CCO)CC1 | 102 | 99 | 103 | 94 | 103 | 107 | 99 | 115
CN1CCN(c2ccc3[nH]c(=O)nc(-c4ccccc4)c3c2)CC1 | 92 | 102 | 92 | 99 | 108 | 91 | 99 | 90
CC(=O)O[C@H](C[C@H](C(C)C)N(C)C(=O)[C@@H](NC(=O)[C@H]1CCCCN1C)C(C)C)c1nc(C(=O)N[C@@H](Cc2ccccc2)C[C@H](C)C(=O)O)c(C(C)C)s1 | 51 | 39 | 8.7* | 4.5* | 61 | 31 | -44* | 41
COCC(Br)C(=O)OC (configuration not stated) | 114 | 102 | 104 | 106 | 106 | 90 | 103 | 110
CN1CCN(c2ncnc3cc[nH]c23)CC1 | nt | 105 | 101 | 101 | 106 | 100 | 110 | 111

Pulled one by one from the list above (2):
SMILES | HOP-92 | EKVX | A549/ATCC | M14 | SK-MEL-28 | UACC-62 | SK-MEL-5 | UACC-257
O=C(O)C(CO)NC(=O)C(Cl)(Cl)Cl (configuration not stated) | 76 | nt | 95 | 101 | 107 | 100 | 102 | 90
CC(=O)O[C@H](C[C@H](C(C)C)N(C)C(=O)[C@@H](NC(=O)[C@H]1CCCCN1C)C(C)C)c1nc(C(=O)N[C@@H](Cc2ccccc2)C[C@H](C)C(=O)O)c(C(C)C)s1 | 51 | 39 | 8.7* | 4.5* | 61 | 31 | -44* | 41

Of the compounds above, 4 have bromine:
SMILES | HOP-92 | EKVX | A549/ATCC | M14 | SK-MEL-28 | UACC-62 | SK-MEL-5 | UACC-257
Nc1ccc2c(c1)Cc1cc(Br)ccc1-2 | 78 | 64 | 100 | 118 | 116 | 89 | 104 | 122
O=C(O)C1(Br)CC12c1ccccc1-c1ccccc12 (configuration not stated) | 100 | 116 | 98 | 102 | 114 | 103 | 98 | 95
CC(C)NC(=O)N(CCCCBr)N=O | 100 | nt | 96 | 99 | 104 | 95 | 103 | 95
COCC(Br)C(=O)OC (configuration not stated) | 114 | 102 | 104 | 106 | 106 | 90 | 103 | 110

Other records.
SMILES | HOP-92 | EKVX | A549/ATCC | M14 | SK-MEL-28 | UACC-62 | SK-MEL-5 | UACC-257
CC(=O)O[C@@H]1C=C2/C(=N/O)CC3C(CCC4(C)C3CC[C@@H]4OC(C)=O)C2(C)CC1 (some centres not stated) | 98 | 110 | 101 | 105 | 111 | 105 | 105 | 106
CCCCNC(c1ccc(Cl)cc1)C(O)c1ccc(Cl)cc1 (configuration not stated) | -5.3* | 54 | 63 | 26 | 46 | 19 | 33 | 86
COc1ccc(C2C=C(C)Oc3c2c(=O)oc2ccccc32)cc1OC (configuration not stated) | 76 | nt | 98 | 103 | 95 | 103 | 92 | 99
CCCCCCCNC(=O)CBr | 99 | 99 | 95 | 101 | 100 | 96 | 96 | 98
CCOC(=O)C12C(=O)OC3(C)Oc4ccc([N+](=O)[O-])cc4C1C32 (configuration not stated) | 108 | 108 | 101 | nt | 100 | 96 | 105 | 106
CCOC(=O)[C@@H](C)C[C@H](Cc1ccccc1)NC(=O)c1csc([C@@H](C[C@H](C(C)C)N(C)C(=O)[C@@H](NC(=O)[C@H]2C[C@H](O)CCN2C)C(C)C)OC(C)=O)n1 | 26 | 48 | 13 | -13* | 51 | 38 | -4.1* | 58
COc1ccc(CN)cc1OC | 108 | 121 | 102&108 | 99&110 | 116&110 | 100&111 | 115 | 101&106
CC[C@@H](C)/C=C(C)/C=C/C(=O)c1c(O)c(-c2ccc(O)cc2)cn(O)c1=O | nt | -0.8* | 3.9* | -1.2* | 35 | -32* | -76* | -30*
O=P1(N(CCCl)CCCl)NCCCO1 (configuration not stated) | 131 | 101 | nt | 101 | 114 | 94 | 103 | 109
N#CC(C#N)=Cc1ccc(Cl)cc1 | 104&105 | 105 | 104&105 | 103&99 | 106&109 | 94&105 | 103&101 | 103&102
N#CCCCCCCCCC#N | nt | nt | 95 | 105 | 97 | 101 | 106 | 91
O=CC(Br)C(Br)c1ccccc1 (configuration not stated) | nt | nt | 98 | 92 | 94 | 87 | 90 | 94
COc1ccc(-n2c(Sc3nnc(N)s3)nc3cc(OC)c(OC)cc3c2=O)cc1 | 66 | nt | 98 | 101 | 102 | 97 | 96 | 105
NC(=O)N=Nc1c(O)[nH]c(=O)[nH]c1=O | 88 | 119 | 91 | 108 | 109 | 91 | 101 | 101
CC(/C=N/N=C(N)N)=N/N=C(N)N | nt | 93 | 106 | 92 | 96 | 94 | 107 | 113
Clc1cccc(NC2OOC3(OOC2Nc2cccc(Cl)c2)C2CC4CC(C2)CC3C4)c1 (configuration not stated) | 86 | 97 | 93 | 105 | 94 | 86 | 101 | 87
Nc1nc(=S)nc(N)[nH]1 | nt | 93 | nt | 89 | 100 | 101 | 103 | 87
N#Cc1ccc(N)cc1 | 81 | 111 | 96 | 108 | 112 | 103 | 91 | 96
Cc1cccc(-c2nc3c(s2)CC[C@@]2(C)C3=CC[C@H]3[C@@H]4CC[C@H](O)[C@@]4(C)CC[C@@H]32)c1 | 95 | 90 | 76 | 83 | 87 | 90 | 102 | 89
C=C(Cl)CSC(=S)N(CC)CC | 100 | 99 | 100 | 99 | 100 | 103 | 99 | 107
COC(=O)CCN(CCC(=O)OC)CCN1CC1 | 82 | 97 | 98 | 105 | 111 | 108 | 106 | 101
CCCCCC1(CCSC(=N)N)C(=O)NC(=O)NC1=O | 85 | nt | 103 | 99 | 102 | 102 | 100 | 109
O=C1CCC(=O)N1SC(Cl)(Cl)Cl | 105 | 117 | 107 | 108 | 107 | 106 | 100 | 110
CC(C)CC(C)OC(C[N+](=O)[O-])C(Cl)(Cl)Cl (configuration not stated) | 79 | nt | 105 | 99 | 108 | 111 | 100 | 104
CCOC(=O)NN(CCOS(=O)(=O)c1ccccc1)CCOS(=O)(=O)c1ccccc1 | nt | nt | 101 | 112 | 116 | 107 | 99 | 97
CC1=C([Te]c2ccccc2)C(=O)c2ccccc2C1=O | -54* | -39* | -66* | -22* | -64* | -25* | -95* | -26*
O=[N+]([O-])c1ccc(F)c([N+](=O)[O-])c1F | nt | 100 | 96 | nt | 116 | 107 | 103 | 103
NC(CSCc1ccc(N(CCCl)CCCl)cc1)C(=O)O (configuration not stated) | 89 | nt | 96 | 109 | 99 | 90 | 99 | 107
N=C(N)NCCC[C@H](NC(=O)[C@H](CCCNC(=N)N)NC(=O)[C@H](CCCNC(=N)N)NC(=O)[C@H](CCC(N)=O)NC(=O)[C@H](CCCNC(=N)N)NC(=O)[C@H](CCCNC(=N)N)NC(=O)[C@H](CCCCN)NC(=O)[C@H](CCCCN)NC(=O)[C@H](CCCNC(=N)N)NC(=O)CNC(=O)[C@H](CCCNC(=N)N)NC(=O)[C@H](CCCCN)NC(=O)[C@@H]1CCCN1C(=O)Cc1ccc(O)cc1)C(N)=O | 95 | 100 | 97 | 94 | 100 | 95 | 95 | 95
CNC(=O)Oc1cccc(OC)c1 | 125 | 95 | 106 | 107 | 111 | 100 | 109 | 112

Sorted by molecular weight (low to high): 3 of the compounds above.
SMILES | HOP-92 | EKVX | A549/ATCC | M14 | SK-MEL-28 | UACC-62 | SK-MEL-5 | UACC-257
O=[N+]([O-])c1ccc(F)c([N+](=O)[O-])c1F | nt | 100 | 96 | nt | 116 | 107 | 103 | 103
CCCCCC1(CCSC(=N)N)C(=O)NC(=O)NC1=O | 85 | nt | 103 | 99 | 102 | 102 | 100 | 109
N=C(N)NCCC[C@H](NC(=O)[C@H](CCCNC(=N)N)NC(=O)[C@H](CCCNC(=N)N)NC(=O)[C@H](CCC(N)=O)NC(=O)[C@H](CCCNC(=N)N)NC(=O)[C@H](CCCNC(=N)N)NC(=O)[C@H](CCCCN)NC(=O)[C@H](CCCCN)NC(=O)[C@H](CCCNC(=N)N)NC(=O)CNC(=O)[C@H](CCCNC(=N)N)NC(=O)[C@H](CCCCN)NC(=O)[C@@H]1CCCN1C(=O)Cc1ccc(O)cc1)C(N)=O | 95 | 100 | 97 | 94 | 100 | 95 | 95 | 95

Other records:
SMILES | HOP-92 | EKVX | A549/ATCC | M14 | SK-MEL-28 | UACC-62 | SK-MEL-5 | UACC-257
Cc1cc(N(CCCl)CCCl)n2c(nc3ccccc32)c1C#N | 90 | 86 | 95 | 97 | 102 | 77 | 93 | 106
CC[C@@]1(O)C[C@H](OC2CC(N(C)C)C(O)C(C)O2)c2c(cc3c(c2O)C(=O)c2c(O)ccc(O)c2C3=O)[C@H]1C(=O)OC (some centres not stated) | -69* | -48* | -85* | -93* | nt | -91* | -100* | -68*
C/C(=C(\c1ccc(OCCN2CCOCC2)cc1)c1ccc(OC(=O)Cc2ccccc2)cc1)c1ccc(Cl)cc1 | 70 | 95 | 90 | 85 | 103 | 85 | 87 | 88
CCN(CC)CCn1c(=O)n(C)c2ccccc21 | 94 | 114 | 105 | 108 | 114 | 109 | nt | 98
O=C1NC(=S)NC(=O)C1=Cc1c(Cl)cccc1Cl | 152 | 117 | 106 | 99 | 110 | 86 | 109 | 97
O=C(CC(C(=O)c1ccccc1)N1CC1)c1ccccc1 (configuration not stated) | nt | 105 | 100 | 101 | 110 | 103 | 104 | 116
CC(C)OC(=O)Nc1ccccc1 | 95 | 96 | 105 | 91 | 96 | nt | 97 | 106
S=P(NC1CCCCC1)(NC1CCCCC1)NC1CCCCC1 | 109 | nt | 97 | 102 | 103 | 106 | 101 | 93

Only part of the results is shown. The share of hits here may be higher or lower than overall.
